N370S GC mod = inhibits or activates N370S mutant glucocerebrosidase; P04062; N370S GC spleen homogenate, 4MU-glucoside fluorescence; Potency, µM (titrated, usually from 59.4 µM), without a hit: top-dose activity change, negative = inhibition, usual class: inhibitors; actives 0.092% (n = 330,000);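 further: 0% = full enzyme activity and -100% = no enzyme basal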
KAT2A inh = inhibitors of human GCN5L2 histone acetyltransferase; GCN5L2 HAT assay, ThioGlo1 CoA-SH fluorescence; Potency, µM (doses to about 58.9 µM), for inactives: at the highest dose activity change, negative = inhibition, most hits filed as inhibitors; actives 0.21% (n = 390,000)
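qHTS, 1536-well. 20nM enzyme, pH 7.5 HEPES/EDTA/Tween-20 buffer; 15 min compound preinc., RT. Start: 75uM H3(1-25), 70uM AcCoA, 50uM ThioGlo1. Read Ex340/Em540 at t=0 (autofluorescence flag) and t=20 min.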
FEN1 inh = human FEN1 inhibition. P39748. Recombinant FEN1 flap cleavage, fluorescence, 15 min. Potency, µM (highest dose often 114 µM), for the others: at the highest dose activity change, negative = inhibition, hits mostly inhibitors. actives 0.35% (n = 390,000); further: nearly all actives have a fitted effect of over 65% in size
Target sequence (P39748 whole entry, looked up): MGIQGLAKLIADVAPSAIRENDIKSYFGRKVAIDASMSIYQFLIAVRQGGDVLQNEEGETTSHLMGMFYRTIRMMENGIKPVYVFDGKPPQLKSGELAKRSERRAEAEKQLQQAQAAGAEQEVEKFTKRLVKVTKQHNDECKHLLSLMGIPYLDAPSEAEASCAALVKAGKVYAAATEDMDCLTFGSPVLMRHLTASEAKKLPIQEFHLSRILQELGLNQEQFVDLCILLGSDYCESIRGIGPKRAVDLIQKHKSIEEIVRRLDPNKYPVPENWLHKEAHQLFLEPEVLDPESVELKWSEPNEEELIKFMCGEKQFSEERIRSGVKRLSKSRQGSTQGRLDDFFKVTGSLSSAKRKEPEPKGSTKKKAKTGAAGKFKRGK
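Enzyme 10 nM, 15 min RT preincubation with compound; start with substrate 50 nM final; reads at 0 and 15 min; qHTS titration, four-parameter Hill fit.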
Starred values were filed as active, the others as inactive; ? = inconclusive; · = not tested or not shown; [ ] = dose if it differs, or a comment. The call rests on the fitted dose curve; in most records, active means well fitted curve in the direction sought with a large enough effect; inconclusive means small, poorly fitted or top-dose-only effect, or another doubt; inactive means no such curve, though single readings can be large; an effect the other way counts as inactive or inconclusive. Unless noted, on the % scale 0 is the no-effect control and ±100 the full control effect; potency means the concentration at half of the fitted maximal effect.

SMILES	N370S GC mod	KAT2A inh	FEN1 inh
COc1cccc(C2/C(=C(\O)c3ccc4c(c3)OCCO4)C(=O)C(=O)N2CCN(C)C)c1 (stereo not given)	0%	-6%	6%
Clc1ccc(-c2nnc(-c3cccnc3)o2)cc1	1%	2%	7%
O=C(CCNS(=O)(=O)c1cccc2nsnc12)N1CCc2ccccc21	2%	-4%	1%
COc1ccc(Sc2ccccc2CN(C)C)cc1OC	1%	-8%	7%
CC1CC(=O)N(C)c2ccc([N+](=O)[O-])cc2N1 (stereo not given)	2%	-4%	4%
O=S(=O)(NCC(c1ccc2c(c1)OCO2)N1CCOCC1)c1ccc(Cl)cc1 (stereo not given)	-2%	4%	-2%
CC(=O)c1c(CSc2ccccc2)oc2ccc(O)c(CN(C)C)c12	-19%	1%	3%
Cn1cc(Br)c(C(=O)NNC(=O)Nc2ccccc2C(F)(F)F)n1	-1%	-7%	-2%
O=C(Nc1ncnc2c1C(c1ccccc1)c1c(ccc3ccccc13)O2)c1ccccc1 (stereo not given)	·	-9%	?
Cc1cc(=O)oc(C)c1C(=O)NC12CC3CC(CC(C3)C1)C2	-16%	1%	-3%
O=C(c1ccccc1)C(O)C(c1ccccc1)N1CCOCC1 (stereo not given)	3%	-24%	12%
CCOC(=O)c1[nH]c(C)c(C(=O)N2CCN(c3ccc(OC)cc3)CC2)c1C	-10%	0%	19%
CSCC[C@H](NC(=O)[C@@H]1Cc2ccccc2CN1)C(=O)NC1CCCCC1	2%	-3%	-2%
COc1ccc(-n2c(=O)c(-c3ccc(Cl)cc3)nc3cncnc32)cc1	-3%	-8%	·
CCOC(=O)N1CCN(S(=O)(=O)c2cc(Br)cc3c2N(C(=O)CC)CC3)CC1	3%	-6%	7%
CC(=O)c1c(C)[nH]c(C(=O)COC(=O)CN(C)S(=O)(=O)c2ccc(Cl)cc2)c1C	-15%	-2%	-12%
COc1ccc(CCNC(=O)c2cc(C(C)C)on2)cc1OC	3%	1%	0%
Cc1ccc(/C=N/NC(=O)c2cccc([N+](=O)[O-])c2)o1	1%	-3%	2%
O=C(OCc1cnc(Cl)s1)c1c(F)cccc1F	-16%	-16%	12%
O=P(C(=NCCO)NO)(N1CCOCC1)N1CCOCC1	-1%	0%	2%
Cc1ccc(-c2cc(C(=O)Nc3ccc(S(=O)(=O)Nc4ncccn4)cc3)[nH]n2)c(O)c1C	3%	-7%	?
COc1ccc(NC(=O)NCc2ccncc2)cc1	5%	-2%	-8%
CCCC1(c2ccccc2)NC(=O)N(C/C=C/Cl)C1=O (stereo not given)	-15%	-2%	-4%
Cc1ccccc1NC(=O)COC(=O)c1cc[n+]([O-])cc1	-7%	0%	0%
COc1ccc(C2NC(=O)CCC2[N+](=O)[O-])cc1OC (stereo not given)	-8%	1%	6%
CN1CCN(CCCNC(=O)c2cc3c(=O)oc4ccccc4c3s2)CC1	5%	1%	-20%
COc1cccc(CNC(=O)c2sc3ncccc3c2-n2c(C)ccc2C)c1OC	·	-4%	10%
Brc1ccccc1OCCCCCN1CCCC1	5%	-4%	·
O=C(c1ccco1)N1CCN(Cc2nnc(-c3ccccc3F)o2)CC1	0%	-1%	13%
COc1ccc(Cl)cc1NC(=O)CNCc1cccs1	-8%	-1%	-21%
COc1ccc2oc(C(=O)OCC(=O)NC(C)(C#N)C3CC3)c(C)c2c1 (stereo not given)	-3%	-5%	-9%
Cc1nn(Cc2ccc([N+](=O)[O-])cc2)c(=O)n1-c1ccc(F)cc1	0%	?	-9%
CCOC(=O)c1c[nH]c2c(C(=O)c3ccccc3)cc(Cl)cc2c1=O	-3%	-2%	6%
COc1ccccc1NC(=O)C(=O)N/N=C/c1cccs1	5%	-1%	32µM*
CC(C)CCNC(=O)CSc1nnc(-c2ccc(S(=O)(=O)N3CCCC3)cc2)n1C	-4%	-5%	7%
Cc1cccc(CSc2nnc(CCNC(=O)OC(C)(C)C)o2)c1	1%	0%	4%
O=C(COC(=O)c1cnccn1)Nc1ncc(Cl)cc1Cl	-2%	-15%	2%
CC1(C)C([N+](=O)[O-])C(c2ccc(F)cc2)NC(c2ccc(F)cc2)C1[N+](=O)[O-] (stereo not given)	7%	-11%	11%
O=C(NCc1ccc2c(c1)OCO2)c1cccc(S(=O)(=O)N2CCOCC2)c1	-6%	-3%	-3%
CC(=O)Cc1nsc(NC(=O)c2cccc(F)c2)n1	-13%	0%	20%

14 structures out of the list, ordered by length of the SMILES, low to high:
SMILES	N370S GC mod	KAT2A inh	FEN1 inh
COc1ccc(NC(=O)NCc2ccncc2)cc1	5%	-2%	-8%
COc1ccc(Sc2ccccc2CN(C)C)cc1OC	1%	-8%	7%
COc1ccc(Cl)cc1NC(=O)CNCc1cccs1	-8%	-1%	-21%
O=P(C(=NCCO)NO)(N1CCOCC1)N1CCOCC1	-1%	0%	2%
O=C(c1ccccc1)C(O)C(c1ccccc1)N1CCOCC1 (stereo not given)	3%	-24%	12%
COc1ccc(C2NC(=O)CCC2[N+](=O)[O-])cc1OC (stereo not given)	-8%	1%	6%
Cc1ccccc1NC(=O)COC(=O)c1cc[n+]([O-])cc1	-7%	0%	0%
Cc1cc(=O)oc(C)c1C(=O)NC12CC3CC(CC(C3)C1)C2	-16%	1%	-3%
O=C(CCNS(=O)(=O)c1cccc2nsnc12)N1CCc2ccccc21	2%	-4%	1%
COc1ccc(-n2c(=O)c(-c3ccc(Cl)cc3)nc3cncnc32)cc1	-3%	-8%	·
COc1ccc2oc(C(=O)OCC(=O)NC(C)(C#N)C3CC3)c(C)c2c1 (stereo not given)	-3%	-5%	-9%
CC(C)CCNC(=O)CSc1nnc(-c2ccc(S(=O)(=O)N3CCCC3)cc2)n1C	-4%	-5%	7%
CCOC(=O)N1CCN(S(=O)(=O)c2cc(Br)cc3c2N(C(=O)CC)CC3)CC1	3%	-6%	7%
Cc1ccc(-c2cc(C(=O)Nc3ccc(S(=O)(=O)Nc4ncccn4)cc3)[nH]n2)c(O)c1C	3%	-7%	?

Continued.
SMILES	N370S GC mod	KAT2A inh	FEN1 inh
COc1cccc(CNS(=O)(=O)c2ccc3c(c2)NC(=O)CS3)c1	2%	-17%	5%
Cc1cc2c(c(=O)n1Cc1ccccc1)C1O[C@](CCCCN3C(=O)c4ccccc4C3=O)(Cc3ccccc31)O2	-12%[12.8 µM]	2%[12.7 µM]	·
COC(=O)c1ccc(N2CCN(C)CC2)c(NC(=O)COc2ccc(OC)cc2)c1	2%	-6%	8%
O=C1CC(=O)CC(c2ccccc2Cl)C1	0%	-7%	15%
CCCc1nc2ccc(NC(=O)NCCC(=O)OCC)cc2c(=O)n1Cc1cccc(Cl)c1	·	-1%	?
COc1ccc(/C=C2\Oc3cc(OCC(=O)N4CCC[C@H]4CO)ccc3C2=O)c(OC)c1	-10%	-23%	-14%
CCOC(=O)C1CCN(C(=S)NC2CC3C=CC2C3)CC1 (stereo not given)	5%	-5%	-8%
CSc1nc2ccc(N3C(=O)C4CCCCC4C3=O)cc2s1 (stereo not given)	5%	23%	2%
COc1ccccc1/C=C\C=N\NC(=O)CCn1nnc2ccccc21	14%	-5%	-15%
CCc1cccc2c(C=C(C#N)C#N)cn(CC(=O)N3CCCCCC3)c12	9%	-10%	-10%
Cc1cccc2nc(Cn3c(=O)n(CCC(=O)NCc4ccco4)c(=O)c4sccc43)cc(=O)n12	3%	-7%	14%
Cc1ccc(S(=O)(=O)/N=C(\CN2CCOCC2)N2CCOCC2)cc1	1%	-9%	-5%
Cn1c(CN2CCCC2)nc2cc(NC(=O)Nc3ccccc3)ccc21	5%	-5%	-19%
O=C(NCc1ccco1)c1cnc2ccccn2c1=O	-19%	-7%	-9%
COc1cccc(-c2c(NC(=O)c3ccco3)oc3ccc(Cl)cc3c2=O)c1	10%	-2%	1%
C[C@@H]1CC[C@]2(C(=O)O[C@@H]3O[C@H](CO)[C@@H](O)[C@H](O)[C@H]3O)CC[C@]3(C)C(=CCC4[C@@]5(C)CC[C@H](O[C@@H]6OC[C@H](O)[C@H](O[C@@H]7O[C@H](CO)[C@@H](O)[C@H](O)[C@H]7O)[C@H]6O)C(C)(C)C5CC[C@]43C)C2[C@]1(C)O (stereo not given in full)	·	-8%	-13%
CCCOC1(C(F)(F)F)NC(=O)N(c2ccc(Cl)cc2)C1=O (stereo not given)	·	-6%	-17%
CC(C)(C)C(=O)Nc1cccc(-c2cn3cccnc3n2)c1	·	1%	19%
O=C(Nc1ccc(S(=O)(=O)N(Cc2ccccc2)c2ccccc2)cc1)c1ccc(F)cc1	·	-12%	4%
Cc1ccc(S(=O)(=O)N2CCCCC2)cc1NC(=O)CCNC(=O)c1ccc([N+](=O)[O-])cc1	-10%	-3%	4%
CCn1c(SCC(=O)N2CCCC2)nnc1-c1ccco1	-4%	0%	30%
CCCCN(CCCNC(=O)c1cc(Nc2ccc(OC)c(OC)c2)nc2ccccc12)c1ccccc1	·	-9%	?
CCCCCN(C(=O)NC(=O)Nc1ccc(C)cc1C)S(C)(=O)=O	1%	-5%	4%
Nc1nnnn1CC(=O)N/N=C/c1ccc(-c2cccc(Cl)c2)o1	-4%	-12%	6%
Cn1nnnc1Sc1ncnc2scc(-c3ccsc3)c12	·	-1%	-7%
Cc1ccc2c(c1)C1CN(C)CCC1N2C(=O)COc1ccc(N(C)C(=O)c2ccccc2)cc1 (stereo not given)	11%	0%	-4%
COc1cc(C(=O)N2CCN=C2c2ccccc2)cc(OC)c1OC	11%[2.35 µM]	-5%	-11%
Cc1ccc2nc3c(cc(C(=O)NCc4ccco4)c(=N)n3C(C)C)c(=O)n2c1	·	-1%	-3%
Cc1ccc(Sc2cc(C(=O)NCCN(C)C)c3ccccc3n2)cc1	-20%	8%	-4%
CCCOc1ccc(C(CC(=O)O)NC(=O)C(c2ccccc2)c2ccccc2)cc1 (stereo not given)	·	-14%	-1%
CC(Sc1nnc(-c2ccc(C(C)(C)C)cc2)n1C)C(N)=O (stereo not given)	-3%	-3%	-3%
O=C(Nc1cccc(Cl)c1)N1CCOCC1	-3%	-4%	10%
COC(=O)c1ccc(CN2CCN(CCCc3ccccc3)C(CCO)C2)cc1 (stereo not given)	3%	-4%	-9%
CCN(CC)C(=O)[C@H]1C[C@H](CC(=O)NCc2cccc(C(F)(F)F)c2)C(=O)N2CCc3c([nH]c4cc(-c5ccco5)ccc34)[C@]12C	·	-14%	-8%
CCOc1ccc(N2C(=O)/C(=C/c3ccccc3)N=C2SC)cc1	5%	-1%	-5%
C=CCSc1nnc(NC(=O)CCNC(=O)c2ccco2)s1	-24%	-5%	12%
CCOC(=O)Cc1nc2ccccc2[nH]1	3%	-5%	14%
CN(C)c1nc2n(c(=O)n1)C(C#N)CS2 (stereo not given)	11%	-8%	-2%
Cc1ccc2[nH]c(=O)c(C(c3nnnn3C(C)(C)C)N(Cc3ccco3)CC3CCCO3)cc2c1 (stereo not given)	13%	-2%	13%
Cc1cccc(C)c1NC(=O)CSCC(=O)c1ccc(O)c(O)c1	2%	2%	-7%
CCC(C)[C@H](NC(=O)N1CC(=O)Nc2ccccc21)C(=O)N[C@H](Cc1ccccc1)C(=O)O (stereo not given in full)	-2%	1%	-3%
CN(CC(=O)Nc1ccccc1[N+](=O)[O-])Cc1ccc(Br)cc1	21%	-9%	-5%
C/C(=N\NC(=O)c1ccoc1C)c1ccccc1	-2%	-7%	-9%
O=[N+]([O-])c1ccc(C2CNC(c3ccccc3)O2)cc1 (stereo not given)	-3%	1%	5%
O=C(Cc1cccc2ccccc12)N/N=C/c1ccc(Sc2cccc3cccnc23)o1	?	-15%[0.501 µM]	·
COc1ccc(Cc2nc(-c3ccc(-n4cccc4)cc3)no2)cc1	2%	-2%	1%
O=C(N1CCN=C1SCc1cccnc1)C12CC3CC(CC(C3)C1)C2	5%	-2%	-15%
CCCOc1ccc(/C=C/C(=O)N2CCN(c3ccccn3)CC2)cc1	-8%	-4%	0%
CC(C)CCN1CCN(Cc2cccc3nonc23)CC1CCO (stereo not given)	-2%	2%	-2%
CCOc1ccc(C(=O)NCC(=O)OCc2c(F)cccc2Cl)cc1OCC	2%	1%	-2%

More structures follow.
SMILES	N370S GC mod	KAT2A inh	FEN1 inh
COc1cc(OC)cc(C(=O)NCC(=O)OCC(=O)N2c3ccccc3NC(=O)C2(C)C)c1	4%	-11%	1%
COc1cccc(NC(=O)Cn2c(=O)n(-c3ccccc3)c(=O)c3oc4ccccc4c32)c1	-16%	-14%	3%
COc1cccc(-c2ccc3ncnc(NC4CCNCC4)c3c2)c1	0%	-20%	·
Cc1csc(N/N=C/c2ccccc2F)n1	1%	1%	2%
Cc1nc(=O)c(-c2ccccc2)c(C)n1CC1CCCO1 (stereo not given)	4%[2.35 µM]	-2%	5%
CC(=O)OCc1ccccc1Sc1ccccc1C(=O)NCc1ccccc1	28%	-2%	4%
O=C(NCc1ccccc1)/C(=C/c1ccc(OC(F)F)cc1)c1ccccc1	4%	-15%	-19%
CS(=O)(=O)N1CCCC(C(=O)NCCCN2CCOCC2)C1 (stereo not given)	-14%	-6%	3%

High-throughput results deposited in PubChem BioAssay by National Center for Advancing Translational Sciences (NCATS).

Some of the compounds tested; the hit share may differ from the screen's.
